# From PubChem
# Rac1 GTP hydrolysis: MgcRacGAP GTPase-activating activity inhibitors, confirmation, biochemical, ADP Hunter fluorescence. Rac GTPase-activating protein 1 (Homo sapiens). MgcRacGAP-stimulated Rac1 GTP hydrolysis, ADP Hunter fluorescence; higher % means a stronger effect; GST-tagged Rac1 F28L mutant substrate. inhibition, % at 30 µM; hits with a dose series show IC50 in µM. 340,000 tested, 0.6% active;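 active = first-screen hits whose inhibition reached a set limit at any dose in the follow-up dose series; inconclusive = inhibition above the set first-screen limit but never retested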;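 also: fluorescence reports GDP produced by GAP-driven GTP hydrolysis; strong numbers were not always called active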
# Myeloid diff 2: induction of myeloid progenitor differentiation, primary screen, cell-based, flow cytometry, MLPCN library; 360,000 tested, 1% active; ER-HoxA9 myeloid progenitors, lysozyme-GFP differentiation; calls only at 10 µM;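 active = normalized GFP-positive differentiation at or above the plate's own cutoff, the solvent-only control mean plus 3 SD; inconclusive = no clear call, values can overlap the other calls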;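 also: cells exposed to compound for four days before flow analysis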
# NTR1 ag: agonists of NTR1, primary screen, imaging, U2OS cells, beta-arrestin-GFP, high content (AID 493036); NTR1-U2OS beta-arrestin-GFP spot imaging, agonist mode; activation, % at 20 µM; Neurotensin receptor type 1 (Homo sapiens), P30989; 330,000 tested, 0.17% active;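 active = activation at or above 40% of the spot to cytoplasm intensity ratio, with at least 20 cells analyzed; inconclusive = wells under 20 cells, flagged as cytotoxic or low count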;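 also: 0% = DMSO without peptide and 100% = 100 nM NTR1 peptide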
# Target sequence (P30989 whole entry, looked up): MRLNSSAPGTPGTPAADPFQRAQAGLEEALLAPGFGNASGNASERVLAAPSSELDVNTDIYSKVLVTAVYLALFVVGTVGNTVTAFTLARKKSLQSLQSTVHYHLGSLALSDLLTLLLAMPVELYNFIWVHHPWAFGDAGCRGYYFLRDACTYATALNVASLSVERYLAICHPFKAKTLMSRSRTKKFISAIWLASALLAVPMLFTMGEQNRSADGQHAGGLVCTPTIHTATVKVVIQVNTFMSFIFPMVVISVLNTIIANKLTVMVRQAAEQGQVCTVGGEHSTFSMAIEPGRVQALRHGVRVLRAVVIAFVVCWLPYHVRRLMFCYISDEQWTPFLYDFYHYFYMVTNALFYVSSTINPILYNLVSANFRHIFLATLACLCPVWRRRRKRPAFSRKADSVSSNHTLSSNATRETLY
# NTR1 ag cell count 20 µM: further read-out of NTR1 ag, marked with its call; cell count; measured here: cell count, cytotoxicity flag
# Myeloid diff 2 GFP+ MAC1+ %: further read-out of Myeloid diff 2, marked with its call; GFP+ MAC1+ double positive, %; measured here: differentiation confirmed by MAC1 staining
# Starred values were filed as active, the others as inactive; i = inactive; u = inconclusive; x = not tested or not shown; + = active, no number. The list is partial. The share of hits here may be higher or lower than overall.
SMILES,Rac1 GTP hydrolysis,Myeloid diff 2,Myeloid diff 2 GFP+ MAC1+ %,NTR1 ag,NTR1 ag cell count 20 µM
O=S(=O)(c1ccccc1)N1CCNCC1,5.4%,i,0.3,0.8,56
OCC[C@H]1C[C@@H](O)[C@H](O)[C@]2(CCCO2)O1,-46.7%,i,2.5,-0.5,56
CCCn1c(N)c(N(CCOC)C(=O)CCC2CCCCC2)c(=O)[nH]c1=O,2.0%,i,0.5,-2.1,70
CN(c1ccccc1)c1nccc(=O)[nH]1,4.5%,i,0.3,-0.4,43
COc1ccc(CN2CC[C@H]3C=CCc4cccc(c43)C2)cc1,15.3%,i,4.4,6.2,39
Cc1ccc(C)c(C(=O)OCC(=O)Nc2cccc(S(=O)(=O)N3CCCCC3)c2)c1,4.9%,i,0.0,4.7,54
CCN(CC(=O)NCc1cccs1)C(=O)c1ccc(C)o1,0.5%,i,1.0,-2.0,57
C=CCNC(=O)c1ccc(-c2nc3ccccc3nc2-c2ccccc2)cc1,4.4%,i,0.1,1.0,45
CCN(CC(=O)NCc1cccs1)C(=O)COc1ccc(C(N)=O)cc1,5.5%,i,1.3,-1.6,59
COc1cc(/C=C/C(=O)OC[C@H]2O[C@H](OC3(CO)OC(CO)C(O)C3O)[C@H](O)[C@@H](O)[C@@H]2O)ccc1O (stereo partly drawn),31.6%,i,6.5,-2.6,62
CNC(=S)N(C)/N=C1/C(=O)N(Cc2c(Cl)cccc2Cl)c2ccccc21,3.8%,i,0.7,16.1,67
CCCCC/C=C/C1=CC(=O)C[C@H](c2ccc3c(c2)OCO3)C1,5.1%,i,0.4,1.6,51

# Brought forward from above: two compounds, then new ones.
SMILES,Rac1 GTP hydrolysis,Myeloid diff 2,Myeloid diff 2 GFP+ MAC1+ %,NTR1 ag,NTR1 ag cell count 20 µM
CNC(=S)N(C)/N=C1/C(=O)N(Cc2c(Cl)cccc2Cl)c2ccccc21,3.8%,i,0.7,16.1,67
CCCCC/C=C/C1=CC(=O)C[C@H](c2ccc3c(c2)OCO3)C1,5.1%,i,0.4,1.6,51
CCOC(=O)c1oc2ccccc2c1COC(=O)C(C)NC(=O)c1ccco1 (stereo not drawn),1.4%,i,1.4,-1.2,55
C[C@H](CO)N1C[C@H](C)[C@@H](CN(C)S(=O)(=O)c2ccc(F)cc2)Oc2ccc(NC(=O)Cc3ccccc3)cc2C1=O,4.7%,i,1.0,-1.5,41
NC(=O)c1ccc(-c2c(-c3ccccc3)sc3ccccc23)cc1,12.2%,i,1.5,5.6,54
CCC(C)c1ccccc1N1CC(C(=O)N2CCN(S(=O)(=O)c3cccc([N+](=O)[O-])c3)CC2)CC1=O (stereo not drawn),10.3%,i,0.4,1.2,53
O=C1C=C(c2ccc(Cl)c(C(F)(F)F)c2)C[C@@H](c2ccc(Cl)cc2)C1,4.5%,i,1.2,1.3,67
COc1ccc(F)cc1CN1CCN(CC(=O)Nc2ccccc2C(=O)NC2CC2)CC1,3.9%,i,0.5,-2.9,62
CCC(CO)Oc1cc(NCc2cccc(C)c2)c2ncn(C(C)C)c2c1 (stereo not drawn),-6.7%,i,0.5,0.1,55
Cn1nnnc1SCC(=O)Nc1ccc(C(=O)N2CCN(Cc3ccccc3F)CC2)cc1,4.4%,i,0.4,-1.6,62
O=C(NN=Cc1ccccc1OC(F)F)c1ccc(NS(=O)(=O)c2cccs2)cc1,0.6%,i,0.6,-0.3,63
COc1cc(OC)c(N(C)S(=O)(=O)c2cccc(C(=O)OCC(=O)N3CCOCC3)c2)cc1Cl,1.7%,i,0.8,0.6,50
COc1cc(C(=O)NCC(=O)NNC(=O)CN(C)S(=O)(=O)c2ccc(Cl)cc2)cc(OC)c1OC,1.3%,i,1.5,-1.4,48
COc1cccc(NC(=O)CN(C)C(=O)CCNS(=O)(=O)c2ccc(C)cc2)c1,3.5%,i,1.3,2.8,62
CC(=O)NC(c1cc(Cl)c2cccnc2c1O)C(C)C (stereo not drawn),1.7%,u,x,2.6,55
Cn1c(=O)c2c(nc(CN3CCN(c4ccccc4)CC3)n2CCc2ccccc2)n(C)c1=O,-6.5%,i,1.8,2.1,49
Cc1noc(C)c1S(=O)(=O)Nc1ccc2c(c1)C(=O)N([C@H](C)CO)C[C@H](C)[C@@H](CN(C)S(=O)(=O)c1ccccc1)O2,6.7%,i,1.1,0.8,59
O=C(NCC1CCCO1)c1cn(Cc2ccccc2)nc1-c1ccccc1 (stereo not drawn),5.3%,i,0.3,6.4,64
CN(CC(=O)Nc1cccc(F)c1)C(=O)c1ccc(N2C(=O)c3ccccc3C2=O)cc1,1.2%,i,0.1,-0.8,86
CCn1c(SCC(=O)Nc2sccc2C(N)=O)nnc1C1CC1,-5.6%,i,0.7,-1.2,47
COc1ccccc1NS(=O)(=O)c1ccc(C(=O)N2CCCCCCC2)cc1,5.2%,i,0.4,-0.6,82
O=C(NCc1ccco1)C1CCN(C(=O)c2ccc(Cl)cc2)CC1,5.1%,i,0.5,-0.6,89
O=C1[C@H]2CC3CCC2(O3)[C@@H]2OCCCN12 (stereo partly drawn),-1.8%,i,0.8,-1.0,60
O=C(NCCOc1ccc(Cl)cc1)C1CC(=O)N(c2ccc3c(c2)OCCO3)C1 (stereo not drawn),2.2%,i,1.5,-1.5,66
NC(N)=NC(N)=Nc1ccccc1,3.2%,i,0.7,2.4,44
CCCCC[C@@H]1C=C(C(=O)O)[C@H](c2ccc(Cl)cc2)N1S(=O)(=O)c1ccc(C)cc1,4.5%,i,0.7,5.1,74
C[C@@]12C(=O)N(CC3CCCO3)CC(=O)N1[C@H]1c3cc(Cl)ccc3OC[C@@H]1[C@@H]2c1ccccc1 (stereo partly drawn),8.2%,i,1.2,1.7,73
C=CCn1c(CNC(=O)CCC)nc2ccccc21,2.5%,i,8.6,0.7,49
CCN(c1ccccc1)S(=O)(=O)c1ccc(NN)nc1,-6.3%,i,1.2,0.5,64
CC(C)Oc1ccc(S(=O)(=O)N2CCOCC2)cc1NC(=O)Cc1ccsc1,0.5%,i,0.6,0.6,55
CC1CCCN(C(=O)COC(=O)COc2ccc(Cl)cc2)C1 (stereo not drawn),3.0%,i,1.1,-1.1,61
COc1cc(Cl)c(NC2=CC(=O)C(=O)c3ccccc32)c(OC)c1,15.8%,+,1.4*,-3.0,52
CC(=O)c1ccc(S(=O)(=O)N2CCN(C(C)C(=O)N(C)Cc3ccccc3)CC2)cc1 (stereo not drawn),0.3%,i,0.6,-2.2,67
C[C@@H]1NC(=O)[C@@]2(C)[C@@H](c3ccccc3)[C@H]3COc4ccc(Cl)cc4[C@@H]3N2C1=O,4.9%,i,1.9,0.7,50
N#Cc1cccnc1N1CCN(C(=O)c2cccc3c2C(=O)c2ccc(-c4ccc(Cl)c(C(F)(F)F)c4)cc2S3(=O)=O)CC1,-0.9%,i,1.0,-2.2,47
CCOC(=O)C1CCCCN1C(=O)/C(=C/c1ccc(OC)cc1)c1ccc(OC)c(OC)c1 (stereo not drawn),9.3%,i,2.6,-2.3,35
O=C(NCC(c1ccco1)N1CCCC1)c1cn(-c2ccccc2)nc1-c1ccc(F)cc1 (stereo not drawn),-1.3%,i,0.5,0.1,52
COc1ccc(NC(=O)Nc2cccc3c2O[C@H](CN(C)C(=O)Nc2c(C)noc2C)[C@@H](C)CN([C@H](C)CO)C3=O)cc1,4.2%,i,0.5,-0.7,55
NS(=O)(=O)c1ccc(N2CCN(C(=O)c3ccco3)CC2)nc1,2.8%,i,0.4,-1.7,55
C[C@H](CO)N1C[C@H](C)[C@@H](CN(C)S(=O)(=O)c2ccc(F)cc2)Oc2ccc(NC(=O)C3CCCCC3)cc2C1=O,-3.5%,i,0.9,-1.4,61
CN(CC(=O)NCCc1ccc(F)cc1)CC(=O)Nc1ccc(F)c(F)c1F,3.2%,i,0.8,0.8,48
O=C(NCCCN1CCCC1=O)C1CCN(S(=O)(=O)c2ccccc2)CC1,5.5%,i,0.8,-0.6,48
Cc1nn(C)c(C)c1NS(=O)(=O)c1ccccc1Cl,-1.8%,i,1.0,-2.5,58
C[C@H](CO)N1C[C@H](C)[C@@H](CN(C)Cc2ccncc2)Oc2c(NS(=O)(=O)c3ccccc3)cccc2C1=O,11.3%,i,1.4,-1.2,67
COc1cccc(NC(=O)CN(C)C(=O)c2csc3c2CCCC3)c1,3.0%,i,0.6,-1.3,53
CC(C)Cn1nc(C(=O)Nc2cccc(S(=O)(=O)N3CCCC3)c2)c2ccccc2c1=O,3.5%,i,1.1,6.1,55
Cc1cc(C(=O)NNC(=O)[C@H](C)NC(=O)c2ccc(Br)cc2)c(C)o1,-4.1%,i,1.0,0.0,56
C=C[C@@H]1c2cccc(C)c2N(S(=O)(=O)c2ccc(C)cc2)[C@H](c2ccc(OC(C)=O)cc2)C1(C#N)C#N,6.3%,i,1.8,0.0,57
Cc1cc(SCC(=O)NCCCN2CCCC2=O)nc2ccccc12,-1.6%,i,0.4,-0.7,61
CC1(NC(=O)Cc2csc(-c3ccc(Cl)cc3)n2)CCS(=O)(=O)C1 (stereo not drawn),7.5%,i,0.6,-0.9,44
CC1(C)CC2CC(C)(CN2C(=O)COC(=O)c2ccc(NC(=O)CC#N)cc2)C1 (stereo not drawn),4.8%,i,0.0,0.9,68
NC(=O)C1CN(C(=O)c2cccc(S(=O)(=O)N3CCc4ccccc43)c2)c2ccccc2O1 (stereo not drawn),0.9%,i,0.6,-0.8,54
O=C(CCNC(=O)c1ccco1)Nc1nc2ccccc2s1,1.3%,i,0.5,-0.5,54
COC(=O)C1=CO[C@@H](O[C@@H]2O[C@H](CO)[C@@H](O)[C@H](O)[C@H]2O)[C@H]2[C@@H]1C(=O)C[C@@H]2C,9.9%,i,0.4,-0.8,65
COC(=O)[C@H](C(C)C)N(Cc1ccccc1)S(=O)(=O)CCN1CCN(c2ccccc2)CC1,3.7%,i,1.0,-1.3,76
COc1cccc(NC(=O)CN(C)C(=O)c2ccc3[nH]c4c(c3c2)CC(C)CC4)c1 (stereo not drawn),0.2%,i,1.5,5.9,69
CCOC(=O)[C@H]1[C@H]2COc3ccccc3[C@@H]2N2C(=O)c3ccc(C)cc3NC(=O)[C@@]12C,-1.0%,i,1.7,-2.3,95
CC(C)NC(=O)Nc1ccc2c(c1)C(=O)N([C@H](C)CO)C[C@H](C)[C@@H](CN(C)C(=O)Nc1ccc3c(c1)OCO3)O2,5.5%,i,1.6,3.9,63
CC(Sc1nnnn1C1CC1)C(=O)Nc1cccc(S(=O)(=O)N2CCOCC2)c1 (stereo not drawn),3.4%,i,0.3,0.3,57
CCOc1ccccc1C(=O)OCC(=O)NCCc1ccc(OC)cc1,4.0%,i,0.3,0.1,52
CCCCn1nc(C(=O)NCc2ccccc2CN2CCCC2)c2ccccc2c1=O,4.8%,i,0.5,2.0,68
Cc1ccc(NS(=O)(=O)c2ccc(C)c(C(=O)NCC(c3ccccc3)N(C)C)c2)cc1 (stereo not drawn),-1.4%,i,0.3,6.0,94

# (continued)
SMILES,Rac1 GTP hydrolysis,Myeloid diff 2,Myeloid diff 2 GFP+ MAC1+ %,NTR1 ag,NTR1 ag cell count 20 µM
CCN(CC)C(=O)c1cccc(NC(=O)C2CCN(C(=O)c3cccs3)CC2)c1,0.0%,i,1.6,-1.3,48
O=S(=O)(Nc1nccs1)c1ccc(NS(=O)(=O)c2c(F)cc(F)c(Cl)c2F)cc1,1.4%,i,1.2,0.6,55
Cc1ccc(NC(=O)CN2C(=O)NC(Cc3c[nH]c4ccccc34)C2=O)cc1 (stereo not drawn),1.0%,i,0.4,-1.9,97
O=C(CSc1ncnc2c1cnn2-c1ccccc1)NC1CCS(=O)(=O)C1 (stereo not drawn),1.7%,i,0.7,-0.5,57
O=S(=O)(c1ccc(F)cc1)N1CCN(Cc2nnc(-c3ccccc3)o2)CC1,4.8%,i,0.1,3.4,100
CCCN(C(=O)c1c(-c2ccccc2)noc1C)c1c(N)n(Cc2ccccc2)c(=O)[nH]c1=O,-2.0%,i,1.2,3.8,61
Cc1ccc(CNCc2cc(Cl)ccc2O)cc1,8.9%,i,0.9,-5.1,98
Cc1ccc(CNC(=O)c2ccc(N3CCC4(CC3)CC(c3cccc(Br)c3)=NO4)c(NC(=O)c3ccc(Br)cc3)c2)cc1,5.7%,i,1.9,2.7,61

# Taken from above.
# Cc1ccc(NC(=O)CN2C(=O)NC(Cc3c[nH]c4ccccc34)C2=O)cc1 (stereo not drawn) in Rac1 GTP hydrolysis is entered as 1.0%
# O=S(=O)(c1ccc(F)cc1)N1CCN(Cc2nnc(-c3ccccc3)o2)CC1 in NTR1 ag is entered as 3.4
# O=S(=O)(Nc1nccs1)c1ccc(NS(=O)(=O)c2c(F)cc(F)c(Cl)c2F)cc1 in Myeloid diff 2 GFP+ MAC1+ % is entered as 1.2
# CCCN(C(=O)c1c(-c2ccccc2)noc1C)c1c(N)n(Cc2ccccc2)c(=O)[nH]c1=O in Myeloid diff 2 GFP+ MAC1+ % is entered as 1.2
